NPY-Y2 PAM-ag: potentiators or agonists of human neuropeptide Y receptor Y2 | cells expressing NPY-Y2, potentiator/agonist read-out | activation, % at 3.6 µM | actives 0.45% (n = 220,000); in the data active = activation above about 27%;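 note: cells stimulated with NPY near EC25 plus isoproterenol at EC100; 0% = vehicle plus submaximal agonist and 100% = vehicle plus saturating agonist; some results beyond the cut were filed as inactive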
Runt-CBFb FRET: blocks binding of human RUNX1 Runt domain to CBFb | AID 1496 | actives 0.46% (n = 220,000) | Cerulean-Runt/Venus-CBFb FRET ratio 530/480, 1 h | inhibition, % at 20 µM | Q01196+Q13951;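 active = inhibition over about 50% at 20 µM in the single-dose screen, limit read from the data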;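 note: 0% = DMSO wells and 100% = excess unlabeled CBFb competitor control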
Target sequence (Q01196 whole entry, looked up, the tested form may be a part): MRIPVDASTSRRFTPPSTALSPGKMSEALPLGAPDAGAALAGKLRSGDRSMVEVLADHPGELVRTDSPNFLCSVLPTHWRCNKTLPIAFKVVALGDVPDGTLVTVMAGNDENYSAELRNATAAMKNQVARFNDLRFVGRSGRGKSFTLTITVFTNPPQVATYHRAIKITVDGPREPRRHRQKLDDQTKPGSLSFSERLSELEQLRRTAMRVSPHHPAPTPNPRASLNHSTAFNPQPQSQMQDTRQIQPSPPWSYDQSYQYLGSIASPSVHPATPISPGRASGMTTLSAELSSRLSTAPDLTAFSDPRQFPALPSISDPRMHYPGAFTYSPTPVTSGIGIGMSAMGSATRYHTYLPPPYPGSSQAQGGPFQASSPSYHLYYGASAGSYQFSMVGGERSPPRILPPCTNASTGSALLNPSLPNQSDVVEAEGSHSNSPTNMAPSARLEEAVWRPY
Target sequence (Q13951 whole entry, looked up, the tested form may be a part): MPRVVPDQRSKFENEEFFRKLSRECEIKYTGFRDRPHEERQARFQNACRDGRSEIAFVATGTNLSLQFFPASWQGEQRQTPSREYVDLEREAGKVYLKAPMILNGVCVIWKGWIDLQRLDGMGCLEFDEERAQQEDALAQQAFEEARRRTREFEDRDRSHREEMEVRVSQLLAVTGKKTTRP
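Assay system: Cerulean-Runt domain fusion protein, energy donor; Signal: fluorescence energy transfer, 422 nm excitation, 530/480 nm emission; Timing: 1 h compound exposure, room temperature; Control set: unlabeled CBFb; Medium: Tris buffer pH 7.5 with salts and BSA; Compound: single test concentration of 20 µM, 1% DMSO final; Probe or stimulus: Venus-CBFb 100 nM.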
NPY-Y1 PAM-ag: potentiators or agonists of human neuropeptide Y receptor Y1. NPY-Y1 expressing cells, potentiator/agonist activation. activation, % at 3.6 µM. actives 0.37% (n = 220,000). P25929; in the data active = activation above about 33%, passing the limit was not always enough;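 note: cells stimulated with NPY at EC10 then isoproterenol at EC100; 0% = low agonist plus stimulus and 100% = saturating agonist plus stimulus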
Target sequence (P25929 whole entry, looked up): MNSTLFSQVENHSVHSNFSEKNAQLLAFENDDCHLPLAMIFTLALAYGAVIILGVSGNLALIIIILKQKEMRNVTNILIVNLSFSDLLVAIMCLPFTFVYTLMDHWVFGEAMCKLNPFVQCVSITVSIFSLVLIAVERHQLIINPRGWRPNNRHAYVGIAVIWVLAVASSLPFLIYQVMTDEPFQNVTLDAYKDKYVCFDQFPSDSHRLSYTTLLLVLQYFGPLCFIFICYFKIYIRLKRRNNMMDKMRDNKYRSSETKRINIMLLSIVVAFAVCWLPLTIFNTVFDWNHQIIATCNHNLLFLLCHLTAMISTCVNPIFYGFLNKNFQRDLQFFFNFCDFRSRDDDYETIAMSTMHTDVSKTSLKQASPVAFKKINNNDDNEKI
S1P4 antag: blocks the human S1P4 receptor. inhibition, % at 4.98 µM. S1P4-expressing cells, antagonist mode, reporter read-out. O95977. actives 0.26% (n = 220,000); in the data active = inhibition above about 29%;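 note: 0% = wells stimulated with agonist and 100% = vehicle wells without agonist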
Ba/F3 V617F tox: lowers viability of Ba/F3 cells expressing EpoR and JAK2V617F | ATP luminescence | inhibition, % at 5.6 µM | actives 1.1% (n = 220,000);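 active = inhibition above the campaign mean plus 3 SD over all tested compounds, cut at about 24% in these data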;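 note: cytokine-independent growth of Ba/F3 cells driven by EpoR plus mutant JAK2; 0% = DMSO-treated cells and 100% = JAK inhibitor I control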
S1P4 ag: human S1P4 receptor agonism; activation, % at 4.98 µM; actives 0.35% (n = 220,000); S1P4-expressing cell line, agonist reporter assay; O95977; in the data active = activation above about 11%;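 note: 0% = DMSO vehicle and 100% = reference agonist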
NPY-Y1 antag: antagonists of human neuropeptide Y receptor Y1; P25929; HEK293-CNG Y1 cells, membrane potential fluorescence; NPY at EC95, then isoproterenol; inhibition, % at 3.6 µM; actives 1% (n = 200,000); AID 1040;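 active = inhibition above the campaign mean inhibition of all tested compounds plus 3 SD, cut at about 20% in these data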;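 note: 0% = DMSO wells given NPY plus isoproterenol and 100% = isoproterenol alone without NPY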
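Assay system: HEK293 Y1/CNG channel cell line; Doses: single compound dose of 3.6 µM, 0.4% DMSO; Timing: dye 3 h, compound 60 min room temperature, stimulation 45 min; Technique: Membrane-potential fluorescent dye readout; Measure: % inhibition of NPY effect.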
RBBP9 inh: human RBBP9 hydrolase inhibition | inhibition, % at 7.94 µM | actives 0.2% (n = 220,000) | recombinant RBBP9, FP-Rh probe fluorescence polarization;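 active = inhibition above the campaign mean of all tested compounds plus 3 SD, cut at about 14% in these data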;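 note: plate controls were DMSO wells with RBBP9 for no effect and wells lacking RBBP9 protein for full effect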
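System: RBBP9 protein | Quantity: 2.5 µM RBBP9 dispensing solution, before mixing | Reagent: FP-Rh probe, 375 nM dispensing solution | Timing: Enzyme-compound preincubation 30 min, then probe labeling 45 min, 25 °C | Measured by: Fluorescence polarization | Read-out: % inhibition | Replication: One well per compound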
BaF3 parental: counter-screen for JAK2V617F inhibitors: parental Ba/F3 viability inhibitors; CellTiter-Glo ATP luminescence; inhibition, % at 5.6 µM; actives 1.1% (n = 220,000); AID 1486;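 active = inhibition above a per-campaign cutoff, the mean inhibition of all tested compounds plus 3 SD, cut at about 27% in these data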;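 note: 0% = DMSO wells and 100% = JAK Inhibitor I control wells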
Numbers without * were called inactive; . = not tested or not shown.

SMILES | NPY-Y2 PAM-ag | Runt-CBFb FRET | NPY-Y1 PAM-ag | S1P4 antag | Ba/F3 V617F tox | S1P4 ag | NPY-Y1 antag | RBBP9 inh | BaF3 parental
O=[N+]([O-])c1cccc(-c2csc(Nc3ccccc3)n2)c1 | 18 | -2 | 22 | 0 | 1 | 2.4 | 2 | -2 | 5
COC(=O)c1ccc(COC(=O)c2ccc(CS(=O)(=O)c3ccc(C)cc3)cc2)cc1 | -3 | -3 | 19 | -5 | -2 | 2.7 | 0 | -11 | 4
Fc1cccc2sc(N3CCCC3)nc12 | -7 | 0 | -7 | 2 | 6 | -2.0 | 4 | -6 | 9
CCC(=O)NC(=S)Nc1ccc(NC(=O)c2ccc(OC)cc2)cc1 | 2 | 0 | -3 | -12 | -2 | -0.5 | 1 | -1 | 4
COc1ccc(-n2c(C)c3c(OC)cccc(=O)c3c2C)cc1 | -1 | 4 | -4 | 2 | 1 | 0.6 | 2 | 4 | 5
COC(=O)c1c(NC(=O)CC2NCCNC2=O)sc2c1CCCC2 (centres undefined) | 7 | 0 | -11 | 7 | -5 | -0.9 | -3 | -1 | 3
Cc1ccc(/C=C/C(=O)Nc2ncc(C)s2)o1 | -6 | 8 | -3 | -1 | 0 | 0.2 | -3 | 2 | 7
Cc1nc2sc3c(c2c(=O)o1)CCC3 | 3 | 5 | 3 | 6 | -1 | 0.3 | 7 | -7 | -2
CC(C)CCn1c(=O)c2ccccc2n2c(CN3CCOCC3)nnc12 | -5 | 0 | 8 | -9 | 2 | -0.9 | 9 | -6 | 8
Cc1nn(C)c(C(=O)N/N=C/c2cc3c(cc2Br)OCO3)c1Br | 6 | -4 | 12 | -25 | 1 | 1.4 | -2 | -5 | 5
COc1ccccc1NS(=O)(=O)c1ccc2oc(SCc3ccc(F)cc3)nc2c1 | 1 | 0 | 10 | -3 | 2 | 1.1 | -6 | -9 | 2
Cc1ccc(-c2nc(CN(C)Cc3cccc4cnccc34)c(C)o2)s1 | 0 | 3 | -1 | -10 | 0 | 0.1 | 1 | 3 | 4
O=[N+]([O-])c1cccc(C(=S)N2CCCC2)c1 | -10 | -2 | 1 | 3 | 5 | -0.2 | 4 | -1 | 12
COc1ccc(F)cc1S(=O)(=O)N1CCCC(C)C1 (centres undefined) | -12 | -1 | -3 | -14 | 4 | 1.8 | 1 | -7 | 7
COC(=O)c1ccc(Oc2cc(C)nc(-n3nc(C)cc3C)n2)cc1 | -4 | -3 | -6 | 25 | 74* | -0.1 | 3 | -2 | 66*
CSc1nc(Cl)c(Cc2ccc(OC(C)C)cc2)c(N2CCOCC2)n1 | -6 | -2 | -32 | -4 | 0 | 0.1 | 12 | -8 | 2
C=CCn1c(SCc2cccc3ccccc23)nnc1-c1cccnc1 | -14 | 1 | 0 | 1 | 0 | -1.0 | 1 | -5 | 9
Cc1ccc(CN2C(=O)N/C(=C\c3cccn3-c3cccc(C(=O)O)c3)C2=O)cc1 | 1 | 18 | -3 | -17 | 1 | 0.2 | 6 | -6 | 0
COc1cccc(OC)c1-c1nn2c(-c3ccco3)nnc2s1 | -3 | 11 | -2 | -21 | 0 | 2.0 | 10 | -13 | -3
CCOc1ccc(N(CC(=O)NC2CCCCCC2)S(=O)(=O)c2c(C)[nH]c(=O)[nH]c2=O)cc1 | 6 | -1 | 2 | -11 | 0 | -0.4 | 2 | -4 | 1
CSC1=N/C(=C\c2ccccc2)C(=O)N1C | -4 | 2 | 13 | 1 | -1 | -2.5 | 7 | 1 | 4
Cn1c(SCCOc2ccccc2Cl)nnc1-c1cccs1 | -10 | -1 | -30 | -9 | 35* | 1.9 | 7 | 5 | 37*
Cc1cccn2c(CN3CCSCC3)c(C(=O)N3CCOCC3)nc12 | 6 | 1 | 8 | -5 | -1 | 0.7 | -2 | -6 | 3
O=[N+]([O-])c1ccc2nc(/C=C/c3ccc(Cl)cc3)[nH]c2c1 | 15 | -4 | -9 | -1 | 3 | 0.3 | -4 | -19 | 4
O=C(c1ccccc1Nc1ccc(SC(F)F)cc1)N1CCCCCC1 | -27 | -2 | 7 | 6 | -5 | -3.7 | 9 | 2 | 3
Cc1c(C(=O)OCC(=O)Nc2ccc(S(N)(=O)=O)cc2)oc2c1ccc1ccccc12 | -2 | -8 | 5 | -9 | -5 | 0.6 | -4 | -5 | 5
O=C(Nc1ccccc1N1CCOCC1)c1cccnc1Cl | 1 | -1 | 7 | -18 | -1 | -2.0 | -6 | 2 | 2
O=C(c1ccc([N+](=O)[O-])cc1)N1CCSC1c1ccc(Cl)cc1 (centres undefined) | 7 | 2 | 1 | -1 | -2 | -0.8 | 10 | -7 | 5
O=C(CSCC(=O)Nc1ccccc1)N/N=C/c1c(O)ccc2ccccc12 | 10 | 2 | -5 | -13 | 2 | 0.2 | -9 | 8 | 3
CC(=O)c1cc2c(cc1N/C(=N/S(=O)(=O)c1ccc(C)cc1)c1ccc(Cl)cc1)OCO2 | 3 | -1 | 2 | -26 | -1 | -0.7 | 1 | -6 | 5
COc1ccc(C(C)=O)cc1COC(=O)c1ccc(N)c([N+](=O)[O-])c1 | 11 | -2 | -2 | -8 | -4 | 0.2 | 9 | -12 | -3
O=C(CSc1nnc(-c2ccccc2O)n1-c1ccccc1)Nc1cccc(C(=O)O)c1 | -9 | 2 | -19 | -12 | 0 | 0.4 | 1 | -5 | 10
CCCCCCCCCCSc1n[nH]c(N)n1 | 3 | -6 | 0 | -6 | -2 | 0.0 | 3 | -2 | 2
CC1=CC(C)(C)NC(=S)N1c1ccc(C)cc1C | 9 | 1 | 0 | 2 | -3 | -0.6 | 2 | 4 | -3
COc1ccccc1OCC(=O)Nn1c(=S)[nH]c2ncccc2c1=O | 1 | -1 | -16 | 5 | -1 | -0.4 | -1 | -5 | 7
C/C(=N\NC(=O)c1ccc([N+](=O)[O-])cc1)c1c(O)cc(C)oc1=O | 13 | 0 | -19 | -11 | 1 | 2.8 | -2 | 1 | 5
CC(C)Oc1cccc(C(=O)N2CCCC2)c1 | -12 | 2 | -7 | 2 | 3 | -0.6 | 3 | -7 | 4
CC(C)=CC(=O)N1CCCc2ccccc21 | 12 | 2 | 7 | -12 | -2 | -1.2 | -1 | 2 | 3
CN(C(=O)COC(=O)c1ccc([N+](=O)[O-])cc1Cl)C1CCCCC1 | 0 | 0 | 8 | 5 | -4 | 2.1 | 1 | -11 | 4
C/C(=N/NS(=O)(=O)c1ccccc1)c1ccc(NC(=O)C2CC2)cc1 | 5 | 0 | 12 | -2 | 0 | -0.8 | -5 | -7 | 5
O=C(Oc1ccc2c(c1)OCO2)c1cc2c(s1)CCC2 | 4 | -2 | -3 | -22 | 2 | -1.2 | 1 | -5 | 3
Cc1[nH]n(-c2ccccc2)c(=O)c1C(=O)c1ccccc1 | -9 | 1 | -11 | 10 | 0 | 0.5 | . | -1 | -2
O=C1CC(c2ccc(F)cc2)C2=C(CCCC2=O)N1 (centres undefined) | 8 | -1 | 12 | 5 | -1 | -0.3 | -3 | -7 | 2
O=S(=O)(c1ccccc1)N1CCC(O)(CSc2ccc(F)cc2)CC1 | 16 | -1 | 16 | -10 | 2 | 1.2 | -2 | -3 | 5
COC(=O)C(C(=O)OC)=C(/C=C/C=C/N(C)C)N(C)C | -15 | 0 | -7 | -5 | 0 | -0.1 | -4 | 0 | 8
Cc1cc(=O)[nH]c(/N=C(/NC(=O)c2ccccc2)Nc2ccc3c(c2)OCCO3)n1 | -8 | . | -10 | -5 | 0 | -1.0 | -2 | -5 | 1
O=C(CCCn1c(=O)[nH]c2ccsc2c1=O)NCc1cccs1 | 18 | 0 | 7 | 14 | -3 | -1.2 | -3 | -4 | 4
CC[C@@H](C)[C@H](NC(=O)C1CCN(C(=O)[C@@H](NS(=O)(=O)c2ccc(C)cc2)C(C)C)CC1)C(=O)O | -13 | -2 | -15 | -26 | 6 | -1.9 | 3 | -3 | 6

Four entries out of the list, ordered by length of the SMILES, ascending.
SMILES | NPY-Y2 PAM-ag | Runt-CBFb FRET | NPY-Y1 PAM-ag | S1P4 antag | Ba/F3 V617F tox | S1P4 ag | NPY-Y1 antag | RBBP9 inh | BaF3 parental
O=C1CC(c2ccc(F)cc2)C2=C(CCCC2=O)N1 (centres undefined) | 8 | -1 | 12 | 5 | -1 | -0.3 | -3 | -7 | 2
Cc1[nH]n(-c2ccccc2)c(=O)c1C(=O)c1ccccc1 | -9 | 1 | -11 | 10 | 0 | 0.5 | . | -1 | -2
O=S(=O)(c1ccccc1)N1CCC(O)(CSc2ccc(F)cc2)CC1 | 16 | -1 | 16 | -10 | 2 | 1.2 | -2 | -3 | 5
CC[C@@H](C)[C@H](NC(=O)C1CCN(C(=O)[C@@H](NS(=O)(=O)c2ccc(C)cc2)C(C)C)CC1)C(=O)O | -13 | -2 | -15 | -26 | 6 | -1.9 | 3 | -3 | 6

Other results
SMILES | NPY-Y2 PAM-ag | Runt-CBFb FRET | NPY-Y1 PAM-ag | S1P4 antag | Ba/F3 V617F tox | S1P4 ag | NPY-Y1 antag | RBBP9 inh | BaF3 parental
Fc1ccc(NC(=S)N2CCN(C/C=C/c3ccccc3)CC2)c(F)c1 | -1 | -3 | 7 | -12 | 2 | -1.7 | 1 | 4 | 17
COCCn1c(SC2CCOC2=O)nc2ccccc2c1=O (centres undefined) | 8 | -1 | -10 | -8 | 0 | -0.3 | -2 | -1 | 2
O=[N+]([O-])c1cccc(N/N=C/c2cccc(O)c2O)c1 | 17 | 5 | 7 | 5 | 4 | 1.9 | -2 | -2 | 6
O=C(Cc1ccccc1)NNC(=S)NC(=O)c1cccnc1 | 1 | 8 | -11 | -3 | -4 | -0.9 | . | -6 | -1
CC1=C(C)NC(=S)SC1 | -9 | 2 | -1 | -2 | 4 | -0.8 | 6 | -10 | 2
Cc1ccc(-n2nnc(-c3cc4ccccc4n3C)n2)cc1 | -13 | -1 | 3 | 2 | -3 | -1.9 | 2 | -1 | 3
COc1cc(NC(=O)COC(=O)/C=C/c2ccc(OC)c(OC)c2)cc(OC)c1 | -4 | -6 | -19 | 14 | 0 | -2.1 | 1 | -8 | -1
O=C(O)CC1SC(=Nc2ccccc2)N(c2ccccc2)C1=O (centres undefined) | -3 | -1 | -5 | -18 | 3 | 0.9 | 3 | -9 | 3
CCCCOc1ccc(C(=O)Oc2ccc(C)nc2)cc1 | -25 | -2 | -36 | 15 | 5 | 0.9 | 9 | -12 | 26
Cc1cc2c(cc1C)CSC(c1ccc3ccccc3c1O)SC2 | 5 | 16 | 15 | 3 | -5 | -0.8 | -4 | 0 | 4
O=C1NC2(CCCCC2)N=C1c1ccc(F)cc1 | 9 | 1 | 5 | 4 | -5 | 0.1 | -1 | 0 | 3
Cc1ccccc1CS(=O)(=O)Cc1ccc(C(=O)NCc2ccccn2)o1 | 3 | 1 | 11 | -9 | -3 | 1.4 | -1 | 0 | 2
CCOC(=O)c1c(CN(C)C)n(-c2ccccc2)c2cc(Br)c(OC)cc12 | -1 | -1 | 1 | -7 | 0 | 0.9 | 10 | -7 | 3
Cc1sc(NC(=S)NC(=O)c2ccccc2)c(C#N)c1C | -5 | . | 2 | -13 | -2 | -2.1 | 3 | -4 | 1
